uPA generation: blocks generation of uPA at the cell surface; cell surface uPA generation assay, qHTS; Potency, µM (titrated, usually from 38.3 µM), without a hit: at the highest dose activity change, negative = inhibition, actives largely listed as inhibitors; 330,000 compounds, 0.31% hits; active = well fitted inhibition curve with a large enough effect; inconclusive = small, poorly fitted or top-dose-only effect; inactive = no such curve, though single readings can be large or run the other way; tested in mouse RAW 264.7 cells; also: potency is read from the fitted curve at half-maximal effect; % is scaled to controls: 0 for no effect and ±100 for the full control effect; nearly all actives have a fitted effect of over 55% in size
B2AR arrestin: beta2AR (human) beta-arrestin recruitment activity. P07550. beta-arrestin recruitment to beta2AR, cell-based reporter. 330,000 compounds, 0.02% hits. AID 492947. Potency, µM (titrated, usually from 46.1 µM), without a hit: at the highest dose activation, usual class: activators;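 also: potency is read from the fitted curve at half-maximal effect; 0% = DMSO controls and full agonism = EC100 isoproterenol or metaproterenol; nearly all actives have a fitted effect of over 65% in size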
ELG1 genotoxic: genotoxicity induction in ELG1-luciferase HEK293T cells; HEK293T ELG1-luciferase reporter, luminescence, 16 h; Potency, µM (titrated, usually from 46 µM), inactives show at the highest dose activity change, positive = activation, hits mostly activators; 330,000 compounds, 1.3% hits; also: potency is read from the fitted curve at half-maximal effect; % of control where 0% means no effect; nearly all actives have a fitted effect of over 60% in size
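Quantitative HTS format in 1536-well plates. HEK293T ELG1-luciferase reporter cells receive test compound and are incubated 16 hr at 37 °C, 5% CO2; ONE-Glo added, 30 min room temperature, then luminescence read.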
TSG101-PTAP inh: blocks PTAP/TSG101 interaction to inhibit HIV-1 budding; Potency, µM (series often up to 115 µM), without a hit: at the top dose activity change, negative = inhibition, actives largely listed as inhibitors; AID 493005; 340,000 tested, under 10 active; Fluorescence polarization, FITC-PTAP peptide / Tsg101 binding; Q99816; active = well fitted inhibition curve with a large enough effect in the main read-out, with a control signal flat, not every such curve was filed as active; inconclusive = small, poorly fitted or top-dose-only effect, or effect the other way, or a change in a side signal; inactive = no such curve, though single readings can be large or run the other way; also: potency is read from the fitted curve at half-maximal effect; % of control where 0% means no effect
Target sequence (Q99816 whole entry, looked up): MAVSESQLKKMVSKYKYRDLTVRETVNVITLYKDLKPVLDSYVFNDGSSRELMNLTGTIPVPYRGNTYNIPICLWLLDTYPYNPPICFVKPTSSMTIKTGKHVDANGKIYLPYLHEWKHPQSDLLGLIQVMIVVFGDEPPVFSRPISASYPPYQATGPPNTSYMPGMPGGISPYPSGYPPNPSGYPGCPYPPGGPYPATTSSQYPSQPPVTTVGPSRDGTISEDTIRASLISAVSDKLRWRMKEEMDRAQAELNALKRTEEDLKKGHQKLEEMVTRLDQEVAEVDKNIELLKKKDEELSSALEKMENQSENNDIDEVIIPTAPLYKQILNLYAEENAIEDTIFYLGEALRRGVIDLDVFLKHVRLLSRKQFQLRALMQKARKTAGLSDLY
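FP read-out: FITC-PTAP peptide, 50 nM final, binding Tsg101 binding domain, 10 uM final; 20 min, r.t.; 10 mM HEPES pH 7.5, 0.15 M NaCl, 0.01% Tween 20, 3 mM EDTA, 0.1 mM TCEP.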
Eya2 phos inh: inhibitors of human Eya2 phosphatase activity. O00167. recombinant Eya2, OMFP fluorescence dephosphorylation (OMFP is methylfluorescein phosphate). Potency, µM (series often up to 76.9 µM), inactives show at the highest dose activity, negative = inhibition, actives largely listed as inhibitors. 330,000 compounds, 0.006% hits. AID 488837; also: potency is read from the fitted curve at half-maximal effect; % is scaled to controls: 0 for no effect and ±100 for the full control effect
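Eya2 protein (added as 0.2 uM solution) was preincubated with compound for 10 min at ambient temperature in 50 mM HEPES pH 7.5, 50 mM NaCl, 5 uM MgCl2, 0.05% BSA, 1 mM DTT. OMFP (added at 50 uM) then reacted 10 min; fluorescence read at 485/525 nm.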
ASM inhibitor: inhibitors of human secretory acid sphingomyelinase. P17405. placental ASM, HMU-PC fluorogenic substrate, 60 min. Potency, µM (highest dose often 57.5 µM), inactives show top-dose activity change, negative = inhibition, most hits filed as inhibitors. 340,000 compounds, 0.006% hits. AID 504937; also: potency is read from the fitted curve at half-maximal effect
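Fluorescence read-out (Ex 386 nm, Em 447 nm) after stopping the reaction at pH 10. Enzyme: ASM from human placenta; substrate HMU-PC0, 9 uM final; 60 min, 37 °C. Compound preincubation 10 min, ambient temperature.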
TRPV1 agonist: agonists of human vanilloid receptor 1 (TRPV1); Q8NER1; TRPV1-expressing cells, Fluo-8 calcium influx, agonist mode; activation, % at 8.33 µM; 320,000 compounds, 0.19% hits; in the data active = activation above about 80%; inconclusive = between about 30% and that limit; also: 0% is about no effect
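Cells expressing TRPV1 were dye-loaded with Fluo-8 and read kinetically: 10 s baseline, 3 min after compound (agonist portion), then 2 min after EC20 capsaicin (allosteric enhancer portion). Calcium-bound dye fluorescence at 480/520 nm.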
USP2a inh: inhibitors of human ubiquitin-specific protease USP2a; USP2 core, Ub-CHOP2 coupled fluorogenic reporter, 485/531; Potency, µM (highest dose often 38.3 µM), inactives show at the top dose activity change, negative = inhibition, actives largely listed as inhibitors; 330,000 compounds, 0.01% hits;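 also: potency is read from the fitted curve at half-maximal effect; plate controls were DMSO wells for no effect and full inhibition by NEM control for full effect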
Target sequence (O75604 whole entry, looked up): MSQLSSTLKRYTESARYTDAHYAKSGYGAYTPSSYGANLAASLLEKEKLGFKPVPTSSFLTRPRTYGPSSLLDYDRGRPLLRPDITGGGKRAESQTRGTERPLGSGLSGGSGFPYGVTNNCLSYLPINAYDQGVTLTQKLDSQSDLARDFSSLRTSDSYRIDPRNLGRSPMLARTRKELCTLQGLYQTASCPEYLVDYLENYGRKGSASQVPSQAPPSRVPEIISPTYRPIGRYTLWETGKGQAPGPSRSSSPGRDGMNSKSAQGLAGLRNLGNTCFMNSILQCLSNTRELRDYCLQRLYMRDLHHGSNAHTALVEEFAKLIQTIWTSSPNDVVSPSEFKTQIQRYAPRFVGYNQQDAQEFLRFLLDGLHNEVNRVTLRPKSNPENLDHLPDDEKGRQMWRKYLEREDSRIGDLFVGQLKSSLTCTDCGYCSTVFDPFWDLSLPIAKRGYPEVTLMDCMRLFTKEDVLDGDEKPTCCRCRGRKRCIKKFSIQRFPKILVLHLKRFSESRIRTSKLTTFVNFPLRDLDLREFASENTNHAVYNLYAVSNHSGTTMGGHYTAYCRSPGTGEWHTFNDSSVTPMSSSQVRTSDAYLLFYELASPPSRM
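Cell-free coupled assay: 10nM USP2 core preincubated 30min RT with compound in Tris-HCl pH 8.0/CaCl2/CHAPS buffer, then 25nM Ub-CHOP2 and 25nM reporter substrate; fluorescence (Ex 485/Em 531) read after 60min RT, normalized to NEM inhibition, concentration-response curves fitted.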
Integrin act MD: integrin-mediated muscular dystrophy alleviation activation; 350,000 compounds, 0.064% hits; alpha7betagal myoblasts, beta-gal FDG fluorescence, 48 h; Potency, µM (series often up to 38.3 µM), without a hit: at the highest dose activation, actives largely listed as activators;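 also: potency is read from the fitted curve at half-maximal effect; 100% = response of the positive control SU9516; nearly all actives have a fitted effect of over 60% in size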
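Alpha7betagal+/- myoblasts (passage 13) were plated 16-24 hr, then exposed to compounds (1:260 dilution of DMSO stock) for 48 hours at 37C. After MPER lysis, β-galactosidase reporter activity was read as FDG fluorescence (ex 480/em 540) after 30 minutes.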
BRCA1 expr up: increases BRCA1 expression | MCF7-BRCA1-FFLuc reporter, luminescence, 48 h; response scale: scaled: vehicle 0%, 10 µM genistein 100% | 380,000 compounds, 1.1% hits | Potency, µM (doses to about 46.1 µM), without a hit: top-dose activation, usual class: activators; also: potency is read from the fitted curve at half-maximal effect; nearly all actives have a fitted effect of over 80% in size; some results filed as inactive show a strong effect at the top dose
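Compounds are tested at multiple concentrations on MCF7 BRCA1-luciferase reporter cells seeded at 2000 per well; after 48 h, a single luminescence end-point is taken and curves fitted to the normalized data.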
p53 reactivation: re-activators of mutant p53; 320,000 compounds, 0.063% hits; Potency, µM (series often up to 92.2 µM), for inactives: at the top dose activity change, positive = activation, most hits filed as activators; AID 504706; H1299 p53-A138V BP100-luciferase reporter, luminescence, 24 h; also: potency is read from the fitted curve at half-maximal effect; % of control where 0% means no effect; nearly all actives have a fitted effect of over 45% in size
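H1299 (p53-null), stable ts p53-A138V + BP100-Luc; 1000 cells/well, Opti-MEM/10% FBS; cpd 4 pt, 1:5; 24 h, 37 deg C, 5% CO2; detection reagent 10 min RT; luminescence.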
* hit, by the source's call; ? = inconclusive; · = no result given; [ ] = dose if it differs, or a comment. Unless noted, calls follow the shape of the dose curve; as a rule, active = well fitted curve in the direction sought with a large enough effect; inconclusive = small, poorly fitted or top-dose-only effect, or another doubt; inactive = no such curve, though single readings can be large; an effect the other way counts as inactive or inconclusive.

nr	Compound	uPA generation	B2AR arrestin	ELG1 genotoxic	TSG101-PTAP inh	Eya2 phos inh	ASM inhibitor
1	O=C(c1ccc(CS(=O)c2ccccc2Cl)o1)N1CCN(c2ccccn2)CC1 (stereo unspecified)	?	0.4%	-17%	0%	-3%	-3%
2	COc1ccc(-n2c(-c3ccc(Br)cc3)c[n+]3c2CCc2ccccc2-3)cc1	5µM*	4.5%	-7%	-6%	-10%	-2%
3	Cc1c(C(=O)Nc2nc3ccccc3[nH]2)oc2ccccc12	-5%	0.3%	?	-1%	0%	-1%
4	CCCCOc1ccc(C(=O)NCC(=O)NCCOc2ccccc2)cc1	0%	2.9%	14%	-4%	-3%	-6%
5	CCCCNC(=O)CCC(=O)N1CCN(C(c2ccccc2)c2ccccc2)CC1	5%	-0.3%	-1%	-2%	2%	4%
6	Cc1cc(C)c2c3c(oc2n1)C(=O)N(c1cccc(Cl)c1)CC(=O)N3	3%	-0.8%	1%	2%	-10%	-6%
7	O=C(O)C1C2C=CC(O2)C1C(=O)NCc1ccc(Cl)cc1 (stereo unspecified)	5%	-0.3%	-2%	1%	-1%	-1%
8	CC(C)(C)c1ccc(OCCOc2ccc(C(C)(C)C)cc2NC=O)c(NC=O)c1	?	-0.5%	-13%	-2%	-21%	-20%
9	COc1ccc(C(=O)NC(=S)N2CCCC2)cc1	4%	0.0%	-10%	-3%	-2%	1%
10	O=c1cc(N2CCc3ccccc32)[nH]c(=O)n1-c1ccc(Cl)cc1	-16%	0.1%	1%	-1%	-1%	5%
11	Cc1ccccc1OCCC(=O)N(CC(=O)Nc1ccccc1C(F)(F)F)Cc1ccco1	-7%	-0.1%	-7%	-2%	-15%	·
12	CN(C)c1ccc(Nc2nc(N)c([N+](=O)[O-])c(N3CCOCC3)n2)cc1	-4%	-2.4%	-7%	-3%	-2%	-15%
13	Cc1ccc(NC(=O)c2cccs2)cc1NC(=O)c1cccc(F)c1	?	0.0%	-5%	0%	1%	-8%
14	CC(=O)N1CCc2ccc(N)cc21	4%	·	·	-7%	·	3%
15	O=[N+]([O-])c1ccc(-n2nncc2-c2ccccc2)cc1	6%	-0.1%	-1%	0%	-2%	2%

nr	TRPV1 agonist	USP2a inh	Integrin act MD	BRCA1 expr up	p53 reactivation
1	0	-1%	-54%[inhibitor]	-68%	-3%
2	-3	3%	0%	-33%	-5%
3	18	0%	-55%[inhibitor]	-57%	?
4	0	-2%	0%	40%	5%
5	27	0%	6%	0%	3%
6	1	0%	0%	0%	0%
7	-2	0%	21%	-24%	13%
8	-2	0%	-3%	-76%	18%
9	1	3%	-1%	20%	5%
10	1	-1%	-8%	-30%	-4%
11	16	4%	-12%	-45%	3%
12	1	0%	-45%	-11%	2%
13	10	2%	-1%	-45%	·
14	·	·	4%	-27%	·
15	-3	-5%	?	0%	-7%

Another view of 2 compounds above:
3	Cc1c(C(=O)Nc2nc3ccccc3[nH]2)oc2ccccc12
  uPA generation = -5%; B2AR arrestin = 0.3%; ELG1 genotoxic = ?; TSG101-PTAP inh = -1%; Eya2 phos inh = 0%; ASM inhibitor = -1%; TRPV1 agonist = 18; USP2a inh = 0%; Integrin act MD = -55%[inhibitor]; BRCA1 expr up = -57%; p53 reactivation = ?
4	CCCCOc1ccc(C(=O)NCC(=O)NCCOc2ccccc2)cc1
  uPA generation = 0%; B2AR arrestin = 2.9%; ELG1 genotoxic = 14%; TSG101-PTAP inh = -4%; Eya2 phos inh = -3%; ASM inhibitor = -6%; TRPV1 agonist = 0; USP2a inh = -2%; Integrin act MD = 0%; BRCA1 expr up = 40%; p53 reactivation = 5%

Remaining list, next part
nr	Compound	uPA generation	B2AR arrestin	ELG1 genotoxic	TSG101-PTAP inh	Eya2 phos inh	ASM inhibitor
16	COc1cccc(NC(=O)CN2C(=O)NC(C)(CC(C)C)C2=O)c1 (stereo unspecified)	4%	-0.6%	2%	-2%	-3%	-2%
17	COc1cccc(SCc2noc(C(=O)NCCCN3CCOCC3)c2C(=O)NCCCN2CCOCC2)c1	-10%	·	·	0%	·	3%
18	CN1/C(=C\C(=O)CSc2nncn2C)C(C)(C)c2ccccc21	-1%	-0.7%	0%	-3%	-2%	3%
19	CCc1ccccc1NC(=O)CNC(=O)c1cccc(S(=O)(=O)N2CCN(Cc3ccccc3)CC2)c1	4%	-0.6%	-4%	0%	-26%	1%
20	C[C@@]12C(=O)N(c3cccc(Cl)c3)C(=O)N1[C@H](c1ccc(Cl)cc1)[C@@H]1C(=O)N(C3CCCCC3)C(=O)[C@@H]12	-25%	-0.2%	-18%	-8%	11%	-17%
21	Cc1ccc(/C=N/N=C2/NC(=O)C(CC(=O)N3CCOCC3)S2)cc1 (stereo unspecified)	6%	0.0%	0%	-7%	2%	0%
22	COCCCn1c(=O)c2ccccc2c2ccccc2c1=O	5%	-0.7%	1%	-2%	6%	1%
23	O=C(Nc1cccc(C(F)(F)F)c1)c1cccnc1NCCc1ccccc1	0%	-0.3%	2%	1%	-14%	54%[activator]
24	Cc1cccc2nc(CSc3nnc4ccccn34)cn12	0%	·	·	-2%	·	2%
25	Cc1ccc(NS(=O)(=O)c2ccc(Br)s2)cc1S(=O)(=O)N1CCOCC1	0%	-0.1%	-10%	-1%	8%	-2%
26	CCOc1ccc(S(=O)(=O)N2CCC(C(=O)OC(C)C(=O)N3CCOCC3)CC2)cc1 (stereo unspecified)	4%	0.0%	5%	0%	10%	1%
27	Cc1ccc(NS(=O)(=O)c2ccc(NC(=O)c3cccc(NC(=O)C(C)C)c3)cc2)cc1	-2%	-0.5%	-12%	-6%	20%	-16%
28	Cc1nc(SCC(=O)c2ccccc2)c([N+](=O)[O-])[nH]1	·	-0.3%	0%	-2%	-20%	0%
29	CN1CCN(C(=O)CCc2nc3ccccc3n2-c2ccccc2)CC1	4%	-0.4%	1%	-1%	-4%	2%
30	COc1cccc(C(=O)c2c[nH]c(C(=O)NCc3cccs3)c2)c1	0%	-0.1%	7%	-2%	-13%	0%

nr	TRPV1 agonist	USP2a inh	Integrin act MD	BRCA1 expr up	p53 reactivation
16	7	0%	17%	-14%	0%
17	·	·	-5%	6%	·
18	-5	3%	-5%	5%	-4%
19	8	5%	-10%	-43%	-5%
20	-5	-2%	-20%	-50%	2%
21	1	1%	-17%	0%	3%
22	10	0%	14%	3%	-1%
23	23	-9%	-45%	-47%	?
24	1	·	-4%	17%	·
25	-5	3%	12%	-30%	-9%
26	1	0%	-8%	-8%	-1%
27	-1	0%	-48%[inhibitor]	-69%	-3%
28	1	-1%	0%	6%	?
29	28	2%	3%	11%	-5%
30	8	1%	20%	12%	-2%

Later entries:
nr	Compound	uPA generation	B2AR arrestin	ELG1 genotoxic	TSG101-PTAP inh	Eya2 phos inh	ASM inhibitor
31	O=C(Nc1nccs1)C1CCN(S(=O)(=O)c2ccc(F)cc2)CC1	-1%	0.2%	-3%	2%	3%	2%
32	COc1cccc(-c2nc3ccccc3s2)c1O	-14%	0.2%	1.5µM*	0%	-1%	49%
33	CC1CCCCN1CC(=O)Nc1sccc1C#N (stereo unspecified)	5%	-0.1%	-1%	-2%	6%	5%
34	C#CCOCCOCCOCCNc1nc(N2CCN(C(=O)Cn3cc(CC(C)O)nn3)CC2)nc(N2CCN(C(=O)[C@H](CCCCN)n3cc(CCCC)nn3)CC2)n1 (stereo partly specified)	12%	·	·	-5%	·	3%
35	NC(=O)c1c(NC(=O)c2ccccc2)sc2c1CCCC2	-5%	-0.5%	8.2µM*	-2%	3%	425%[activator]

nr	TRPV1 agonist	USP2a inh	Integrin act MD	BRCA1 expr up	p53 reactivation
31	12	-1%	31%	-1%	-2%
32	17	0%	10%	8%	-1%
33	1	3%	20%	-5%	1%
34	·	·	15%	0%	·
35	2	1%	5%	?	-2%

Screening data deposited in PubChem by National Center for Advancing Translational Sciences (NCATS).
